Casp6 inh – blocks human caspase-6 cleavage activity | purified caspase-6, Z-VEID-R110 cleavage fluorescence | 350,000 compounds, 0.53% hits | inhibition, % at 12.5 µM | AID 686996;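 active = mean inhibition across replicates at least about 35%, with every replicate also reaching that limit, limit read from the data; inconclusive = only one of the two criteria met; inactive = neither criterion met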;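 note: 0% = median of neutral control wells and 100% = no fluorescence left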
Target sequence (P55212 24-179 limits assumed): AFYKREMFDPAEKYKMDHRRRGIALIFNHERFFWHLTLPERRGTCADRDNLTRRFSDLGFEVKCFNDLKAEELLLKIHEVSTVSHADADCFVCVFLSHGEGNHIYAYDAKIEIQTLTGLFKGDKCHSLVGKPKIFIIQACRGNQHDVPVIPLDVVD
Target sequence (P55212 194-293 limits assumed): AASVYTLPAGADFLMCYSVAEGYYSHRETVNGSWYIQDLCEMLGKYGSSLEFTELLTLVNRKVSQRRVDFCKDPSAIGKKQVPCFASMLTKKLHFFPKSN
ERAP1 inh – inhibitors of human ERAP1 aminopeptidase; Q9NZ08; recombinant ERAP1, Leu-AMC fluorescence, 60 min; inhibition, % at 10.7 µM; 340,000 compounds, 0.15% hits;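 active = mean replicate inhibition of at least 30%, or all replicates individually reaching that 30% level; inactive = mean below 30% and not every replicate reaching it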;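 note: 0% = neutral control wells and 100% = L-leucinethiol positive control wells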
SIRT5 inh – blocks human SIRT5 desuccinylation of peptide; Q9NXA8; Purified SirT5, succinyl-peptide AMC, trypsin-coupled fluorescence; inhibition, % at 15 µM; 330,000 compounds, 1.1% hits; AID 652115; in the data active = inhibition above about 15%; inconclusive = no clear call, values can overlap the other calls
Target sequence (Q9NXA8 whole entry, looked up): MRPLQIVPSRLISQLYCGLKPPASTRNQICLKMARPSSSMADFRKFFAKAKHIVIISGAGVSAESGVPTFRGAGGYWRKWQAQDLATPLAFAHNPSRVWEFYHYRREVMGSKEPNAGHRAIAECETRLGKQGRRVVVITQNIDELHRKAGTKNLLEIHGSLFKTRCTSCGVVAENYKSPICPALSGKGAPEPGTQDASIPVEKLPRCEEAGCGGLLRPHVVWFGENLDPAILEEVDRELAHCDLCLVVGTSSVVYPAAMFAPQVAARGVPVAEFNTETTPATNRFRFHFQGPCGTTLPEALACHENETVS
miR122 inh – blocks miR-122 activity in Huh7 sensor cells. Huh7 miR-122 Renilla luciferase sensor, 48 h; neutral wells = 0, positive control = 100. activation (reporter increase), % at 12.5 µM. 340,000 compounds, 0.3% hits. AID 602342;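 active = mean replicate activation score at least 90 and every replicate individually at or above 90; inconclusive = only one of the two criteria met; inactive = neither criterion met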;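 note: higher luciferase means less miR-122 activity so hits act as miR-122 inhibitors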
CFTR F508del cor – CFTR F508del correction in bronchial cells; AID 720511; CFBE cells, YFP halide quenching; stimulated with forskolin plus potentiator P3; % fluorescence drop versus neutral controls; activity (quench increase), % at 7.58 µM; 350,000 compounds, 0.36% hits;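 active = mean added fluorescence quench of at least 8% versus neutral control, with both replicates also reaching 8%; inconclusive = only one of the mean or replicate conditions met; inactive = mean below 8% and not both replicates reaching 8%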;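 note: cells transiently co-express mutant CFTR-F508del with the halide-sensitive YFP; corrector assay measuring rescue of mutant channel to the surface after 24 h compound exposure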
DENV2 CPE – DENV2-induced cell death inhibition. CPE inhibition, % at 9.99 µM. AID 651640. DENV2-infected cells, cytopathic effect rescue, plate reader. 350,000 compounds, 1.7% hits; in the data active = CPE inhibition above about 20%, passing the limit was not always enough; inconclusive = no clear call, values can overlap the other calls; tested in BHK-21 cells;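 note: 0% = median of neutral control wells and 100% = median of positive control wells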
ERp5 inh – blocks human ERp5 reductase activity on insulin. Q15084. ERp5 insulin aggregation, absorbance 650 nm, 90 min. inhibition, % at 9.99 µM. 350,000 compounds, 0.05% hits. AID 651711;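 active = mean replicate inhibition above about 25%, with every replicate also reaching it, limit read from the data, passing the limit was not always enough; inconclusive = only one of those two criteria met; inactive = neither criterion met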
Target sequence (Q15084 whole entry, looked up): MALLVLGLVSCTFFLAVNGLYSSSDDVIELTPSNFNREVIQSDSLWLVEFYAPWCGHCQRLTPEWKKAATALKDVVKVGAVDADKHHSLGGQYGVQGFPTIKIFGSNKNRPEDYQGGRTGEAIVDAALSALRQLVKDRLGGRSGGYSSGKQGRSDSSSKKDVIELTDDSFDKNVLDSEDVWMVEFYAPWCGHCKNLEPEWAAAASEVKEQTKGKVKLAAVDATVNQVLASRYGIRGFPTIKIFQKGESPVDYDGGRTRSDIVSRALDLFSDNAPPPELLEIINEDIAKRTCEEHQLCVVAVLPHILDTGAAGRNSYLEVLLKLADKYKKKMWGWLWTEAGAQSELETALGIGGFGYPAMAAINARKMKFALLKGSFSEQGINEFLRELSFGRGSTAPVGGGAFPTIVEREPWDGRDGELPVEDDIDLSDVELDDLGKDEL
* = called active by the depositor; ? = inconclusive; / = not tested or not shown; & = joins results of further samples; [ ] = remark or other dose. Rows were taken by chance; overall some 4% were active at least once.

SMILES	Casp6 inh	ERAP1 inh	SIRT5 inh	miR122 inh	CFTR F508del cor	DENV2 CPE	ERp5 inh
Cc1ccc(CSc2nnc([C@@H]3CCCN3C(=O)OC(C)(C)C)o2)cc1	0	2	-2	/	1.2	2	4
CC=Cc1ccc2n(c1=O)C[C@@H]1[C@@H](CO)[C@H](C(=O)N[C@H](C)c3ccccc3)[C@H]2N1Cc1cncnc1 (mixture of isomers)	-3	-2	-9	7[16.7 µM]	-2.5	1	-3
CN(C)c1ccc(Cc2ccc(N(C)C)cc2)cc1	0	-1	-1	-10	2.9	-1	-3
Cc1ccc(NC(=O)C2CC(O)CN2C(=O)Oc2ccccc2)c(C)c1 (configuration not stated)	0	4	3	5	0.5	6	0
CC(O)(c1cccnc1)c1nc(-c2ccc3ccccc3c2)cs1 (configuration not stated)	4	-3	-1	-2	-2.6	18	3
COCCn1nnnc1C(c1ccccc1)N1CCN(C(=O)c2ccco2)CC1 (configuration not stated)	-4	-8	-1	/	-2.2	?	7
CCCN1CCN(CCCNC(=O)c2cc3c(=O)n(C)c4ccccc4c3n2C)CC1	-24	/	/	/	-3.9	-3	1
CCOc1cc(CNC(C)(C)C)ccc1OCC(=O)Nc1cccc(C(F)(F)F)c1	-3	3	-2	6	3.5	2	-4
CC(C)C(N)c1csc(Nc2ccc(C(=O)NCCCO)cn2)n1 (configuration not stated)	-2	8	8	1	-5.4	-8	-3
Cc1ccc(N2C(=O)N(CC(=O)Nc3ccccc3C)C(=O)C2C)cc1 (configuration not stated)	1	3	0	-5	-3.8	-6	5
COc1ccccc1CCn1cnc(-c2ccc(OC)c(OC)c2)c1C(C)C	4	-2	6	/	3.8	0	-5
O=C(CSc1ncnc2c1oc1ccccc12)NC1CCCC1	-2	1	-2	/	3.6	?	2
CN(C)C(=O)COC(=O)c1ccccc1NC(=O)c1ccco1	11	2	-6	/	1.6	4	-1
Cc1ccc(-c2ccc3c(c2)O[C@H](CN(C)Cc2ccc(C(=O)O)cc2)[C@H](C)CN([C@@H](C)CO)S3(=O)=O)cc1	0	-6	-2	-8[16.7 µM]	-7.2	5	0
Cc1csc(NC(=O)Cc2ccc(Cl)cc2)n1	4	-2	-5	3	/	2	-1
C[C@@H]1CN([C@@H](C)CO)C(=O)c2cc(NS(=O)(=O)c3ccc(F)cc3)ccc2O[C@@H](C)CCCCO[C@H]1CN(C)Cc1ccccc1	0	1	0	-5[16.7 µM]	0.8	4	0
COc1ccc([C@H]2CC(=O)C=C(c3ccc(OC)c(F)c3)C2)cc1	-1	-2	5	-6	0.1	17	4
O=C(Nc1cc(Br)ccc1F)c1nc[nH]c1C(=O)NCc1ccccc1	3	/	-1	-2	-1.1	-5	0
C[C@@H]1CN([C@@H](C)CO)C(=O)CCCn2nncc2CO[C@H]1CN(C)C(=O)Nc1cccc(Oc2ccccn2)c1	-5&-3&-1	-6&-3&1	-1&4&-2	0	1.3&0.6&2.1	-5&2&-2	2&-9&-3
CCOC(=O)C1=CNS(=O)(=O)NC1c1ccc(Br)cc1F (configuration not stated)	-2	5	-3	/	4.1	-2	3
COc1cccc(CNc2ncc(-c3ccccc3)n2C)c1	0	0	-5	3	1.4	6	1
COc1ccc(CCNC(=O)c2ccc3nc(N4CCCCC4)sc3c2)cc1OC	1	0	/	-1	0.8	-2	1
Cc1ccc(NC(=O)/C(=C/c2ccncc2)NC(=O)c2ccccc2)cc1	0	-1	-1	57	-2.0	-17	-1
COc1ccc(Nc2nc3ccccc3n3cnnc23)cc1Cl	-1	0	-2	/	-1.0	-1	0
C[C@H]1CN([C@@H](C)CO)C(=O)Cc2cc(NC(=O)CCCCCC(=O)Nc3ccccc3N)ccc2O[C@@H]1CN(C)Cc1ccncc1	-2	-3	/	7[16.7 µM]	-1.8	-3	-10

Going on with the list.
SMILES	Casp6 inh	ERAP1 inh	SIRT5 inh	miR122 inh	CFTR F508del cor	DENV2 CPE	ERp5 inh
C[C@H]1CN([C@@H](C)CO)C(=O)c2cccc(NC(=O)C3CCCCC3)c2O[C@H]1CN(C)C(=O)Nc1ccc(C(F)(F)F)cc1	0	1	8	14[16.7 µM]	-1.2	27*	1
O=C(O)/C(=C\c1cccc(C(F)(F)F)c1)c1ccc(S(=O)(=O)N2CCCC2)s1	20	0	3	/	0.8	-4	-2
CCOCCCNc1ccc(-c2ccccc2)nn1	0	0	-5	-3	1.3	3	0
CCOC(=O)CC1=NN(c2ccccc2)C(=O)C1=c1sc(=C2SC(C)=C(C)N2CC)c(=O)n1CC	3	/	-6	-4	0.1	0	8
C[C@@H]1CN([C@@H](C)CO)C(=O)c2cc(NC(=O)Cc3ccccc3)ccc2O[C@H]1CN(C)Cc1ccc(C(=O)O)cc1	2	0	-2	9[16.7 µM]	-2.0	1	-2
N=c1nc(N)nc2n1NC(c1ccc(F)cc1)=CS2	0	0	-7	-4	6.8	-3	-2
C[C@@H]1CN([C@@H](C)CO)S(=O)(=O)c2ccc(-c3cncnc3)cc2O[C@H]1CN(C)Cc1ccncc1	-1	-1	-6	-10[16.7 µM]	1.9	-2	5
C[C@H]1CN([C@@H](C)CO)C(=O)c2cccc(NS(=O)(=O)c3cn(C)cn3)c2O[C@@H]1CN(C)C(=O)Nc1cccc2ccccc12	8	1	2	-2[16.7 µM]	-4.0	0	2
COc1ccccc1CNC(=O)CNCCc1ccc(OC)c(OC)c1	-1	-4	-4	-7	0.8	4	2
C[C@@H]1CN([C@H](C)CO)C(=O)Cc2cc(NC(=O)C3CCCCC3)ccc2O[C@@H]1CN(C)S(=O)(=O)c1cn(C)cn1	1	2	8	-3[16.7 µM]	-3.2	?	1
O=C(Cn1nc(C(=O)O)c2ccccc2c1=O)Nc1ccc(F)cc1	/	1	-4	-4	-2.4	5	3
C[C@H](CO)N1C[C@H](C)[C@H](CN(C)S(C)(=O)=O)Oc2ccc(NC(=O)Nc3ccc4c(c3)OCO4)cc2CC1=O	1	1	-1	3[16.7 µM]	0.3	-3	-1
C[C@H](CO)N1C[C@H](C)[C@H](CN(C)S(=O)(=O)c2cccs2)Oc2ccc(NC(=O)Cc3cn(C)c4ccccc34)cc2C1=O	-3	-1	2	-2[16.7 µM]	-4.4	12	5
Cc1cccc(N2CCN(C(=O)c3noc4c3COc3ccc(C)cc3-4)CC2C)c1 (configuration not stated)	-2	2	-6	2	0.6	0	4
COc1ccc(CNC(=O)CN2C(=O)NC(C)(c3cccc4ccccc34)C2=O)cc1OC (configuration not stated)	-2	-3	0	-2	-0.4	2	5
CCCNC(=O)C1(C)CCN(C(=O)c2ccccc2F)C1 (configuration not stated)	2	-3	/	-6	1.1	-1	4
COc1ccc(CN(C)C[C@@H]2Oc3ccc(NC(=O)CCC(F)(F)F)cc3CC(=O)N([C@H](C)CO)C[C@H]2C)cc1	0	7	5	1[16.7 µM]	1.3	-1	-8
COCCN(C(=O)COC(=O)CNC(=O)c1cccs1)c1c(N)n(Cc2ccccc2)c(=O)[nH]c1=O	4	35*	0	/	-0.2	-4	-3
Cc1ccc(S(=O)(=O)N(C)C[C@H]2Oc3c(NS(=O)(=O)c4ccc(F)cc4)cccc3C(=O)N([C@H](C)CO)C[C@@H]2C)cc1	/	/	/	7[16.7 µM]	-3.5	-7	/
O=C(NC(=S)N1CCN(c2ccc([N+](=O)[O-])cc2)CC1)c1ccccc1	-1	-1	0	-7	1.4	1	6
O=C(O)Cn1c2ccccc2c2n[nH]c(=S)nc21	-1	10	0	0	0.1	-3	-1
Cc1ccc(NC(=O)CSC(C)c2nc3ccccc3c(=O)[nH]2)cc1 (configuration not stated)	-2	0	6	1	0.7	4	0
CCOc1ccc(S(=O)(=O)n2c([N+](=O)[O-])cnc2C)c(C)c1C	5	-2	-2	/	-3.2	-1	3
Cc1nn(CC(=O)NCC2CCCO2)c(=O)c2cc3ccccc3n12 (configuration not stated)	-1	0	-2	-7	-1.4	-4	2
CN(CCO)c1ccc(C(C(=O)c2ccccc2)c2ccc(N(C)CCO)cc2)cc1	/	-2	/	0	-2.0	-11	0

Additional records follow:
SMILES	Casp6 inh	ERAP1 inh	SIRT5 inh	miR122 inh	CFTR F508del cor	DENV2 CPE	ERp5 inh
CCn1c(SCC(=O)N/N=C/C=C\c2ccco2)nc2ccccc21	6	-1	8	2	-1.7	?	-5
Cc1ccc(/C=N/NC(=O)Cn2cnc3ccccc32)cc1	5	-3	0	3	0.6	14	1
NS(=O)(=O)c1ccc(CCNC(=O)CSc2nnc3ccccn23)cc1	1	1	-3	/	4.1	-1	3
CC1CN(c2ccc([N+](=O)[O-])cc2F)CCN1C(=O)c1ccco1 (configuration not stated)	1	5	2	-8	-2.3	?	4
Cc1ccccc1NC(=O)c1cccc(C(=O)Nc2ccccc2C)n1	0	5	2	1	-3.6	-4	2
COc1ccc(S(=O)(=O)Nc2ccc3c(c2)C(=O)N([C@@H](C)CO)C[C@H](C)[C@@H](CN(C)S(=O)(=O)c2ccccc2)OCCCC[C@H](C)O3)cc1	0	2	14	/	3.2	-8	-4
COCc1cc(C)nc(SCC(=O)Nc2cccc3cccnc23)c1C#N	-1	-1	-4	-1	-2.4	10	0
Cc1ccsc1/C=C(\C(=O)c1ccc(OC(C)C)cc1)c1nc2ccccc2o1	-5	5	-4	/	-0.3	-1	-6
C[C@H](CO)N1C[C@H](C)[C@@H](CN(C)C(=O)CN2CCOCC2)Oc2ncc(C3=CCCCC3)cc2C1=O	-1	0	-3	/	-0.8	-9	5
CC(C)NC(=O)N[C@H]1CC[C@@H](CCn2cc(-c3ccc(F)cc3)nn2)O[C@H]1CO	5	1	0	/	-0.4	0	-3
CSc1cccc(NC(=O)c2ccc(CN3CCc4ccccc4C3)cc2)c1	-2	-1	-1	-19	-1.0	-8	7
Cc1noc(C)c1COc1ccccc1C(=O)N(C)Cc1ccc(F)cc1	1	0	0	0	-0.4	8	-4
Cc1ccc(S(=O)(=O)Nc2ccccc2N=Cc2ccc([N+](=O)[O-])cc2[N+](=O)[O-])cc1	-2	-1	1	/	-2.0	-2	-2
COCCn1c(SCc2ccc(OC)c(F)c2)nc2ccccc2c1=O	0	3	0	/	-0.4	1	15
O=C(Nc1ccc(NC(=O)C2CC2)cc1)c1cccs1	59*	-2	-3	/	-2.5	-2	10

In the list so far, 10 have an aryl methoxy group:
SMILES	Casp6 inh	ERAP1 inh	SIRT5 inh	miR122 inh	CFTR F508del cor	DENV2 CPE	ERp5 inh
COc1ccccc1CCn1cnc(-c2ccc(OC)c(OC)c2)c1C(C)C	4	-2	6	/	3.8	0	-5
COc1ccc([C@H]2CC(=O)C=C(c3ccc(OC)c(F)c3)C2)cc1	-1	-2	5	-6	0.1	17	4
COc1cccc(CNc2ncc(-c3ccccc3)n2C)c1	0	0	-5	3	1.4	6	1
COc1ccc(CCNC(=O)c2ccc3nc(N4CCCCC4)sc3c2)cc1OC	1	0	/	-1	0.8	-2	1
COc1ccc(Nc2nc3ccccc3n3cnnc23)cc1Cl	-1	0	-2	/	-1.0	-1	0
COc1ccccc1CNC(=O)CNCCc1ccc(OC)c(OC)c1	-1	-4	-4	-7	0.8	4	2
COc1ccc(CNC(=O)CN2C(=O)NC(C)(c3cccc4ccccc34)C2=O)cc1OC (configuration not stated)	-2	-3	0	-2	-0.4	2	5
COc1ccc(CN(C)C[C@@H]2Oc3ccc(NC(=O)CCC(F)(F)F)cc3CC(=O)N([C@H](C)CO)C[C@H]2C)cc1	0	7	5	1[16.7 µM]	1.3	-1	-8
COc1ccc(S(=O)(=O)Nc2ccc3c(c2)C(=O)N([C@@H](C)CO)C[C@H](C)[C@@H](CN(C)S(=O)(=O)c2ccccc2)OCCCC[C@H](C)O3)cc1	0	2	14	/	3.2	-8	-4
COCCn1c(SCc2ccc(OC)c(F)c2)nc2ccccc2c1=O	0	3	0	/	-0.4	1	15
